# Apaf-1 inh – inhibitors of human Apaf-1 apoptosome, primary screen, biochemical, DEVD-Rh110 fluorescence, uHTS; inhibition, % at 20 µM; AID 489030, 2010; actives 0.71% (n = 330,000); reconstituted apoptosome caspase-3 activity; active = inhibition of at least 40% at 20 µM;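 also: plate controls were DMSO wells for no effect and DEVD-CHO caspase inhibitor wells for full effect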
#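 Material: cell-free apoptosome with Apaf-1, procaspase-3 and caspase-9; Buffer or medium: Hepes pH 7.5 with detergent and BSA; Reagent: cytochrome c trigger plus (Z-DEVD)2-Rh110 caspase-3 substrate; Times: compound with Apaf-1, dATP, procaspase-3 30 min, then 50 min reaction, room temperature; Technique: Rh110 fluorescence intensity.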
# HKDC1 inh – HKDC1 hexokinase inhibitors, primary screen, biochemical, fluorescence, uHTS; Q2TB90; actives 0.16% (n = 340,000); recombinant HKDC1, G6PDH/diaphorase resazurin coupled fluorescence; inhibition, % at 20 µM;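 active = inhibition above about 35% when tested at 20 µM, limit read from the data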;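 also: plate controls were DMSO wells with enzyme for no effect and DMSO wells lacking enzyme for full effect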
#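 System: Recombinant HKDC1 hexokinase | Amount: HKDC1 at 5 µg/mL | Reagent: Glucose with 1 mM ATP | Doses: Single 20 µM dose | Incubation: Reaction time 90 min, room temperature, protected from light | Signal: Coupled resazurin fluorescence, excitation 525 nm, emission 613 nm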
# SENP8 block-1 – human SENP8 protease inhibitors, primary screen, biochemical, fluorescence, Nedd8 protein substrate, uHTS | Sentrin-specific protease 8 (Homo sapiens), Q96LD8 | inhibition, % at 20 µM | actives 0.64% (n = 360,000) | AID 602440, 2012 | recombinant SENP8; in the data active = inhibition mostly above about 40%, no sharp cut-off; inactive = mostly below about 27%
# SENP7 block – SENP7 protease inhibitors, primary screen, biochemical, luminescence, uHTS; recombinant SENP7, Z-RLRGG-aminoluciferin luminescence, 40 min; inhibition, % at 5 µM; actives 1.5% (n = 330,000);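 active = inhibition above about 50% at the single test dose, limit read from the data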;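 also: plate controls were DMSO with enzyme for no effect and no enzyme buffer wells for full effect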
# Target sequence (Q9BQF6 706-1050 limits assumed): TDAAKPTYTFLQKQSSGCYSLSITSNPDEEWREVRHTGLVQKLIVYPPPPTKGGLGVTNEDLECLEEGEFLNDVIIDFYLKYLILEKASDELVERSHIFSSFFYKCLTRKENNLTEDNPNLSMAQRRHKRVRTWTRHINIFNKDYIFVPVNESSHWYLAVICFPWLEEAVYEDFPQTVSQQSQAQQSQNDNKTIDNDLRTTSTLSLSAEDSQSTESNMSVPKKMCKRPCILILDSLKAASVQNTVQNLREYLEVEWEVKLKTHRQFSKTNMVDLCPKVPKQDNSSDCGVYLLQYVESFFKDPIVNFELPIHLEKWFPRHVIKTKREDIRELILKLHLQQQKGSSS
# PfGluPho inh – PfG6PD enzyme inhibitors, primary screen, biochemical, fluorescence intensity, uHTS | PfGluPho enzyme, NADPH resazurin-diaphorase fluorescence | inhibition, % at 20 µM | actives 0.78% (n = 350,000) | AID 504690, 2011;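 active = inhibition reaching at least a set limit at 20 µM in the primary screen, cut at about 59% in these data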;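 also: 0% = DMSO wells with substrate and 100% = DMSO wells lacking glucose-6-phosphate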
# SENP6 inh – SENP6 protease inhibitors, primary screen, biochemical, luminescence, uHTS; Sentrin-specific protease 6 (Homo sapiens), Q9GZR1; actives 1.8% (n = 330,000); AID 2599, 2010; Recombinant SENP6 catalytic domain, aminoluciferin luminescence; inhibition, % at 10 µM;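 active = inhibition above about 50% at the single tested dose, limit read from the data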;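 also: plate controls were DMSO wells with enzyme for no effect and DMSO wells lacking enzyme for full effect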
# Target sequence (Q9GZR1 628-1112 limits assumed): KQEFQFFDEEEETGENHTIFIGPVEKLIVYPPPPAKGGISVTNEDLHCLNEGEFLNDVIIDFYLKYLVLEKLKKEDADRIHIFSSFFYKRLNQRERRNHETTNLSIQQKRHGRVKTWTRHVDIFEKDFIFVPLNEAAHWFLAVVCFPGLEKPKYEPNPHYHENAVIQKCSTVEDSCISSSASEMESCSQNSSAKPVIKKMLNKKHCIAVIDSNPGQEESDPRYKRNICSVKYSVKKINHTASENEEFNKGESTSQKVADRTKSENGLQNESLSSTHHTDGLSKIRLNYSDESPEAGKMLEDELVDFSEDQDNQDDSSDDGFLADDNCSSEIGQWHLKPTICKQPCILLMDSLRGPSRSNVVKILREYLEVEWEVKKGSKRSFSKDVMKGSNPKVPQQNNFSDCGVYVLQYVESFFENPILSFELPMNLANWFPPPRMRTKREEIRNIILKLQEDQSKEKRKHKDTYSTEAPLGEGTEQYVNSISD
# SENP1 FRET inh – human SENP1 catalytic domain inhibitors, primary screen, biochemical, FRET, uHTS; Sentrin-specific protease 1 (Homo sapiens), Q9P0U3; recombinant SENP1 catalytic domain, CyPet-SUMO1-YPet FRET cleavage; inhibition, % at 10 µM; actives 0.21% (n = 360,000);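 active = inhibition at least 30% at 10 µM, raw YFP signal under a set limit, fluorescence ratio 0.5 to 1.5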;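 also: 0% = enzyme with DMSO and 100% = no enzyme wells; some results filed as inactive read as strong as hits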
# Target sequence (Q9P0U3 419-644 limits assumed): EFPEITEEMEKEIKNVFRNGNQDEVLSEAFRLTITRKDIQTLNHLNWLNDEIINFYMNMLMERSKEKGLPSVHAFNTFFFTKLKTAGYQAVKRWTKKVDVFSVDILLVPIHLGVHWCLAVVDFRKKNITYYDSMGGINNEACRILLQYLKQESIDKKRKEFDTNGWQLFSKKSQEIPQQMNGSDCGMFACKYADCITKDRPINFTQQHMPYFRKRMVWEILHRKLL
#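 Test system: hSENP1 catalytic domain, recombinant; Amount: 20 pM final SENP1 enzyme; Medium: Tris pH 8 buffer plus EDTA, NaCl, BME, BSA, NP40, catalase; Schedule: 50 min enzyme reaction, room temperature, light-protected; Technique: FRET fluorescence in CFP and YFP emission channels; Controls: no-enzyme wells low, DMSO-plus-enzyme wells high control.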
# SENP8 block-2 – SENP8 protease inhibitors, primary screen, biochemical, luminescence; purified SENP8, Z-RLRGG-aminoluciferin cleavage; AID 2540, 2010; inhibition, % at 10 µM; actives 1.2% (n = 330,000); Sentrin-specific protease 8 (Homo sapiens), Q96LD8; in the data active = inhibition above about 50%
# The depositor's hits bear a star; nt = not tested or not shown. Outcome played no part in choosing rows. About 3.6% of those tested had a hit in this group.
SMILES,Apaf-1 inh,HKDC1 inh,SENP8 block-1,SENP7 block,PfGluPho inh,SENP6 inh,SENP1 FRET inh,SENP8 block-2
CCc1nnc(NS(=O)(=O)c2ccc(NS(=O)(=O)c3ccccc3)cc2)s1,8,6,1,11,-34,0,0,6
CCOC(=O)C1=C(C)N(C)C(C)=C(C(=O)OCC)C1c1ccccn1,13,-3,-10,-5,9,4,0,1
c1ccc(NCc2cccc3ccccc23)nc1,12,1,7,-6,13,-11,1,-4
Cc1ccccc1NC(=O)C(=Cc1ccc(C(=O)O)cc1)C(=O)Nc1ccccc1C,nt,5,8,nt,-30,nt,1,nt
Cc1nc(-c2nc(-c3c(C(=O)NNC(=O)Nc4ccccc4)noc3C)cs2)cs1,-12,1,8,2,-6,-13,-1,-3
CCN(CC)c1ccc(NC(=O)C2CCCN(S(=O)(=O)c3cnc[nH]3)C2)c(C)c1 (stereo unspecified),1,-1,-1,-10,47,-13,0,-11
O=C(NC1CCN(S(=O)(=O)c2ccccc2F)CC1)c1ccco1,1,3,2,0,7,-15,0,-2
COc1ccc(-c2c(C)oc3ccc(C)cc23)cc1,14,-2,20,13,0,1,0,3
CCCCCC(=O)N1CCN(S(=O)(=O)c2ccc3c(c2)OCCO3)CC1,-4,-1,-2,-3,3,-14,1,-1
Cc1nnc(C)n1/N=C/C=C/c1ccccc1,1,-4,18,5,7,5,0,-5
COc1ccc(C2CC(c3ccc(F)cc3)n3nc(NS(C)(=O)=O)nc3N2)cc1 (stereo unspecified),-12,-1,10,4,-12,-10,0,3
O=C1S/C(=C\c2ccccn2)C(=O)N1Cc1ccccc1F,5,-5,19,-1,5,-6,-1,-3
CN(CC(=O)N1CCc2ccccc21)S(=O)(=O)c1cccc2cccnc12,0,-4,-7,-5,-3,-15,1,-13
COc1ccccc1C(=O)NCCNc1nc2cc(C)cc(C)c2cc1C#N,8,5,-414,-8,10,4,-173,-2
COC(=O)c1cc(NC(=O)c2ccco2)ccc1N1CCOCC1,-18,1,-33,-6,-14,-7,0,8
Cn1c(SCC(=O)OC2CCCCC2)nnc1-c1ccco1,-2,5,19,6,13,12,-1,-5
O=C(O)c1cccc(N/N=C/c2cccs2)c1,-2,0,-10,100*,-23,100*,-8,97*
Cc1ccnc(NS(=O)(=O)c2ccc(NC(=O)CN3C(=O)CCC3=O)cc2)n1,1,11,6,7,-15,8,0,2
CN(CC(=O)NC(=O)NCc1ccco1)CC(=O)Nc1ccccc1Cl,-15,-1,nt,2,6,9,nt,0
CN1CCN(S(=O)(=O)c2ccc(N3CCN(C(=O)c4ccccc4)CC3)nc2)CC1,8,14,-8,5,3,12,2,5

# Three structures already listed, sorted by SMILES length, falling.
SMILES,Apaf-1 inh,HKDC1 inh,SENP8 block-1,SENP7 block,PfGluPho inh,SENP6 inh,SENP1 FRET inh,SENP8 block-2
CCN(CC)c1ccc(NC(=O)C2CCCN(S(=O)(=O)c3cnc[nH]3)C2)c(C)c1 (stereo unspecified),1,-1,-1,-10,47,-13,0,-11
Cc1ccccc1NC(=O)C(=Cc1ccc(C(=O)O)cc1)C(=O)Nc1ccccc1C,nt,5,8,nt,-30,nt,1,nt
COC(=O)c1cc(NC(=O)c2ccco2)ccc1N1CCOCC1,-18,1,-33,-6,-14,-7,0,8

# More entries
SMILES,Apaf-1 inh,HKDC1 inh,SENP8 block-1,SENP7 block,PfGluPho inh,SENP6 inh,SENP1 FRET inh,SENP8 block-2
S=C(NCCCCNC(=S)NCc1ccccc1)NCc1ccccc1,14,-3,-2,4,4,-12,1,6
COc1ccc(-c2oc3ccccc3c(=O)c2OC(C)=O)cc1,5,-9,-397,13,-17,6,-10,5
O=C1NC[C@H](Cc2ccccc2)N(C[C@H]2CCCN2C[C@H](Cc2ccccc2)N2C[C@H](Cc3ccc(O)cc3)N(CC3CCCCCC3)C(=O)C2=O)C1=O,nt,11,-3,nt,23,nt,4,nt
Cc1ccc(C(=O)N2CCOCC2)cc1S(=O)(=O)N1CCCCC1,4,-4,11,3,-9,-12,1,5
CCn1cc(C(=O)NCCCOC)c(=O)c2cc(S(=O)(=O)N3CCCC3)ccc21,-9,-4,10,4,-23,-6,1,1
Cc1c(C(=O)N2CCN(c3ccccn3)CC2)oc2ccccc12,-1,0,10,-6,-7,3,-1,-5
COc1ccc2cc(C(=O)CS(=O)(=O)c3ccccc3)c(=O)oc2c1,15,12,-391,17,-15,38,-163,7
Cc1ccc(S(=O)(=O)N2CCOC2CNC(=O)C(=O)NCCc2ccc(S(N)(=O)=O)cc2)cc1 (stereo unspecified),-2,-15,3,-1,4,1,-1,-3
COCCn1c(SCC(=O)Nc2ccc(C)cc2)nc2c(oc3ccccc32)c1=O,2,-6,3,2,-2,-12,1,2
O=C(CCc1ccccc1)Nc1ccc(NC(=O)c2ccco2)cc1,-193,-9,5,1,3,10,1,10
Cc1nc2[nH]onc2c2nccc(=O)c12,-5,-2,-27,-2,-14,-20,52*,-10
Clc1ccc(/C=N/Nc2nnc(-c3ncc[nH]3)c3ccccc23)cc1,23,-6,-235,8,13,-18,-39,-2
CCOc1c2ccc(C(=O)NCc3cc(C(F)(F)F)cc(C(F)(F)F)c3)cc2nn1CCOC,-4,0,-487,-4,3,-3,2,-3
Cc1csc(NC(=O)c2nc(-c3ccccc3)n(-c3ccccc3)n2)n1,-2,-3,8,7,0,-13,2,-2
COc1cc(NS(=O)(=O)c2ccc(N/C=C\C(=O)c3ccc(OC)c(OC)c3)cc2)nc(OC)n1,4,-4,-276,1,4,7,-29,-4
CC(C)OCCCNc1nc2c([nH]1)c(=O)n(C)c(=O)n2C,-20,-8,12,0,12,6,1,0
Cn1cc([N+](=O)[O-])c(C(=O)NC2CCCCCCC2)n1,1,nt,10,4,nt,-6,0,4
CCN1CCN(c2cc(C)c3cc(NC(=S)N4CCN(c5ccccc5F)CC4)ccc3n2)CC1,19,2,-134,0,13,-16,-8,-6
Nc1nc(SCC(=O)NC2CCCCC2)n[nH]1,-14,2,19,-7,-1,10,-1,4
CCn1c(SC)nnc1C1CCCN(CC(=O)Nc2ccccc2N2CCOCC2)C1 (stereo unspecified),9,-3,18,-10,3,-13,0,-9
C=CCn1c(=NC(=O)C2COc3ccccc3O2)sc2cc(S(N)(=O)=O)ccc21 (stereo unspecified),3,-2,-8,-5,-6,-17,-3,-2
CC1(C)CC(=O)C=C(Nc2ccc(C(=O)O)cc2)C1,-8,3,7,1,-11,-2,-4,3
CC(=O)Nc1ccc2c(c1)nc(CCN1CCN(c3ccccn3)CC1)n2C,5,-5,16,-2,-4,3,2,6
Cc1ccc(C(=O)OCC(=O)Nc2ccccc2)cc1S(=O)(=O)N1CCCCC1,5,0,12,6,13,-7,0,-5
Cc1cc(C)cc(NS(=O)(=O)c2ccc3c(c2)c(=O)n(C)c(=O)n3C)c1,5,-6,8,-6,-7,-42,0,-12
COc1ccc(C(=O)N/N=C/C(=O)c2ccccc2)cc1,-2,0,6,84*,8,80*,-2,58*
C[C@H]1CC[C@]2(O[C@@H](CCO)C[C@H](O)[C@H]2O)O1,-7,-6,28,5,-8,-6,4,3
Cc1cccc(C(C)C)c1NC(=O)C(C)OC(=O)Cc1n[nH]c(=O)c2ccccc12 (stereo unspecified),5,-5,6,-2,4,5,0,9
CC1(C(=O)N2CCN(c3ccc([N+](=O)[O-])cc3)CC2)CC1(Cl)Cl (stereo unspecified),14,0,19,3,-13,4,-4,-1
O=C1OC(/C=C/c2ccc(Cl)cc2Cl)=NC/1=C\c1cccs1,21,14,4,1,-38,-3,-31,-3
COCCCN(Cc1ccccn1)S(=O)(=O)Cc1ccccc1,-23,-2,13,9,1,-9,-1,3
Cc1ccc(/C=C2\SC(=S)N(CCCC(=O)Nc3cccnc3)C2=O)cc1,20,-1,18,61*,-12,58*,0,52*
CS(=O)(=O)N1CCN(c2ccccc2NC(=O)c2cccnc2)CC1,7,-4,13,-2,-7,-21,2,0
O=C(NCc1cccc(F)c1F)C1CCC(=O)N(C2CC2)C1 (stereo unspecified),-9,-4,7,-3,-3,4,0,-5
CSc1nc(NCCCN(C)C)c2c3c(sc2n1)CN(C)CC3,7,nt,nt,-1,nt,6,nt,-3
COc1cc2oc3ccc(C#Cc4ccc(N)cc4)cc3c(=O)c2cc1OC,nt,-4,-324,nt,13,nt,-2,nt
Cc1ccc(-n2c(O)c(C=NC3CCS(=O)(=O)C3)c3ccccc3c2=O)cc1 (stereo unspecified),-18,-8,16,5,13,0,-5,-3
c1ccc2[nH]c3cc4ncnc4cc3nc2c1,22,14,48*,18,-33,39,46,12
Cc1c(N=C2SCC(=O)N2/N=C\c2ccc(Br)cc2)c(=O)n(-c2ccccc2)n1C,10,-7,13,-3,0,5,-1,0
O=C1C(Cl)=C(NCCN2CCCCC2)C(=O)c2ccccc21,68*,2,76*,20,-59,37,1,30
O=S(=O)(Nc1cccc(S(=O)(=O)N2CCCC2)c1)c1cccc(Br)c1,16,-1,12,-9,-19,0,0,-5
O=C(NCc1ccc(F)cc1)C(c1ccccc1)c1ccccc1,13,-4,2,11,0,9,3,3
CCN(CC)CCNCc1cc(Cl)c(OCC(=O)Nc2ccccc2)c(OC)c1,1,-2,21,6,12,8,2,-8
Cc1ccccc1-n1c(C)nnc1SCC(=O)N1CCc2ccccc2C1,6,-4,13,9,-8,-2,0,1
Cc1ccc(S(=O)(=O)N(C)C)cc1NC(=O)C(C)N(C)Cc1sccc1C (stereo unspecified),16,-4,12,-3,2,-2,0,5
CCN(C(=O)Cc1nc(N)n[nH]1)C1(C(=O)Nc2ccccc2)CCCCC1,-9,-5,6,-11,5,-8,0,-9
CNC(=O)CSc1nnnn1-c1cc(C)ccc1C,5,0,17,3,10,-4,-1,-1
C=CCNC(=O)CSc1nc2sc3c(c2c(=O)n1CCCOC)CCC3,-3,-5,7,12,-2,8,0,-10
O=C1C2C3C=CC(C4CC34)C2C(=O)N1CCCCN1CCN(c2ccc(F)cc2)CC1 (stereo unspecified),10,1,5,-6,-6,-14,2,-10
CN1CCN(C(=O)/C(=C/c2ccc(F)cc2)c2ccsc2)CC1,1,-10,8,6,3,-6,-1,0

# (cont.)
SMILES,Apaf-1 inh,HKDC1 inh,SENP8 block-1,SENP7 block,PfGluPho inh,SENP6 inh,SENP1 FRET inh,SENP8 block-2
COC(=O)C1=C(C)N(CCc2cc(OC)c(OC)c(OC)c2)C(=O)N[C@H]1c1ccc(Br)cc1,4,nt,nt,-1,nt,-5,nt,1
O=C(CNC(=O)c1sc2ccccc2c1Cl)OCc1ccccc1,12,7,5,-4,16,-5,0,-6
COc1ccc(CNC(=O)CCCn2nc(C)c3c(C)n(-c4ccc(C)cc4)nc3c2=O)cc1,10,4,8,-12,-11,-4,-3,0
COc1ccccc1-n1c(=O)[nH]c2c(C(N)=O)nc(CC(C)C)nc21,5,-4,-178,3,13,3,-4,-8
COc1cc(/C=N/N2CCN(c3ccccc3)CC2)cc(OC)c1OC(C)=O,10,-9,5,-2,9,15,2,-7
CCCN(CCC)c1nc2ccccc2n2c(C)nnc12,19,2,-61,-3,12,17,2,9
